Source: PubChem
Smad3 FoxH1 inh: inhibitors of human Smad3 transcription factor binding; P84022; TR-FRET Smad3/Dy647-FoxH1 peptide binding, europium anti-His; inhibition, % at 25 µM; hit rate 0.29% among 88,000; AID 630;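 active = compounds that reduce the energy-transfer binding signal between the protein and its labelled peptide by more than half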;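 note: 0% = Smad3 plus labelled peptide maximal FRET and 100% = peptide-only background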
sEH act: increases human soluble epoxide hydrolase activity; purified human sEH enzymatic activity, activator screen; hit rate 0.04% among 91,000; activation, % at 2 µM; P34913; in the data active = activation above about 37%; note: values of inactives mirror those of a sister screen read the other way
Target sequence (P34913 whole entry, looked up): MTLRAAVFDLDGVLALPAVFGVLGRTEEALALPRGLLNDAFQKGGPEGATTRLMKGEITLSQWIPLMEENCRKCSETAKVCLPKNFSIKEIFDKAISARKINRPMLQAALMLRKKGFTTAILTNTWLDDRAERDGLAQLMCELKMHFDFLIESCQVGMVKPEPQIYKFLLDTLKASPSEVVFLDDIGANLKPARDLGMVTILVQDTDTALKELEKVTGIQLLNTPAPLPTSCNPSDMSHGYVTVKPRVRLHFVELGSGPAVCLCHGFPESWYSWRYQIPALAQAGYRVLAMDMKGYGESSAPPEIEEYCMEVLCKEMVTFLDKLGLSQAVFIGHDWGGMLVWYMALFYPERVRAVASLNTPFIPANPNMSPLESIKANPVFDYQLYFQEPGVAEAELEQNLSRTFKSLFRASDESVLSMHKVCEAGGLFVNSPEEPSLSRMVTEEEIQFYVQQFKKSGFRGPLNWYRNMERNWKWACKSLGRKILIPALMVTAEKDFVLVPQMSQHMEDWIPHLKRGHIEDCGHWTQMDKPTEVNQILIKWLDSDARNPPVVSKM
F-actin modifier: cytoskeleton assembly modification; HUVEC TNFa F-actin phalloidin imaging, high content; inhibition, % at 2 µM; hit rate 0.18% among 91,000; AID 836;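 active = inhibition above the batch mean plus 3 SD and confirmed as a hit by visual image inspection, cut at about 30% in these data, passing the limit was not always enough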; note: strong numbers were not always called active
IL1B cytotox: toxic to HUVEC cells under IL-1B stimulation; HUVEC cell count loss, Hoechst imaging, IL-1B stimulated; cell count reduction, % at 2 µM; hit rate 0.41% among 94,000;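 active = cell count reduction more than 3 SD above the screen-wide mean, cut at about 70% in these data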;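 note: normalized per plate to untreated control cells as the no-loss baseline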
ERb SRC1 inh: blocks coactivator binding to human estrogen receptor beta. Q92731. hit rate 1.3% among 86,000. AID 633. inhibition, % at 25.6 µM. TR-FRET ER-beta LBD / SRC1-Cy5 peptide binding; receptor agonist-loaded with 1 µM estradiol;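 active = compounds whose percent inhibition of the receptor-coactivator binding signal exceeds about 50% in the single-dose screen, limit read from the data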;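 note: 0% = receptor plus peptide wells without compound and 100% = peptide-only wells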
Target sequence (Q92731 whole entry, looked up, the tested form may be a part): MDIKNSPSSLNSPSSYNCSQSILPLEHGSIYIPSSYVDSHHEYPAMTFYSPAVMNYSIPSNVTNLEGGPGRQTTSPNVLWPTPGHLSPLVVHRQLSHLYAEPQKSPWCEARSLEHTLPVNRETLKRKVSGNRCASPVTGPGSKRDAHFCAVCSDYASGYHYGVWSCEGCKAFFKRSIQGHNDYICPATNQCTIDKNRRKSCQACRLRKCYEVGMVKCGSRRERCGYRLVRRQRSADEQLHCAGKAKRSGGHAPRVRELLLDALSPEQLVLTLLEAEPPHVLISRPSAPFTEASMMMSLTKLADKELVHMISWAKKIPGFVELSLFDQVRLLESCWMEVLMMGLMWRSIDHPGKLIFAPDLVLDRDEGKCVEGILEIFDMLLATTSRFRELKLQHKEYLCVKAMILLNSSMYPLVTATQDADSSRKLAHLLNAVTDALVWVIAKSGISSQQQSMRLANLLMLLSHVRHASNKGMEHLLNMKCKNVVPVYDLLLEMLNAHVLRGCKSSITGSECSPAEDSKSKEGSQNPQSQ
Calb biofilm kill: kills Candida albicans biofilms. C. albicans biofilm + clotrimazole, Alamar Blue. inhibition, % at 6 µM. hit rate 0.14% among 85,000;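 active = inhibition above 20%; inactive = inhibition below 20%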;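 note: preformed 24 hr biofilms exposed to compound for 48 hr; 0% = biofilm without compound and 100% = blank killed by clotrimazole plus chlorhexidine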
VCAM1 TNFa inh: reduces TNF alpha induced VCAM1 expression in HUVEC | HUVEC TNFa-induced VCAM-1 immunofluorescence, high-content imaging | inhibition, % at 2 µM | hit rate 0.48% among 95,000 | AID 802;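 active = inhibition above the batch mean plus 3 SD, with images confirmed as a hit by eye, cut at about 37% in these data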;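 note: 0% = TNF-stimulated DMSO wells and 100% = unstimulated control wells; not every result past the cut was called active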
sEH inh: blocks human soluble epoxide hydrolase activity; AID 707; inhibition, % at 2 µM; recombinant human sEH enzymatic activity assay; hit rate 0.34% among 91,000; P34913; in the data active = inhibition above about 80%; note: values of inactives mirror those of a sister screen read the other way; many of its hits are not listed in these tables
HUVEC tox TNFa: toxic to HUVEC cells under TNF alpha stimulation. cell count reduction, % at 2 µM. AID 848. hit rate 0.17% among 93,000. HUVEC TNFalpha-stimulated, Hoechst cell count, imaging;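 active = cell count reduction exceeding the screen mean by over 5 SD, scaled to untreated wells per plate, cut at about 78% in these data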;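 note: cells counted after 24 h of TNF alpha exposure following the 1 h pretreatment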
Starred values were filed as active, the others as inactive; / = no result given; [ ] = dose if it differs, or a comment.

nr	canonical_smiles	Smad3 FoxH1 inh	sEH act	F-actin modifier	IL1B cytotox	ERb SRC1 inh	Calb biofilm kill	VCAM1 TNFa inh	sEH inh	HUVEC tox TNFa
1	CCn1c(COc2ccccc2C)nc2ccccc21	0	-8	3	1	-17	6	10	13	-25
2	Nc1ncnc2nc(SCc3ccc(Cl)cc3Cl)[nH]c12	/	5	9	3	/	/	-3	-3	-18
3	Nc1nc(SCc2ccccc2Cl)ns1	6[fluorescence artefact?]	-5	33	-83	-10	-2	-9	8	-26
4	CCOc1ccc(-n2nc3c(-n4ncc(C#N)c4N)nnc(C)c3c2C)cc1	3	-5	0	-10	-2	3	-5	4	-11
5	Cn1c2ccc(F)cc2c2ncn(CCCN(CCO)CCO)c(=O)c21	-11	-10	16	5	-11	3	-4	9	-26
6	CCCOc1ccc(/C=C/C(=O)Nc2ccc([N+](=O)[O-])cc2)cc1	/	-12	13	-92	/	/	3	10	-19
7	Cn1nc(OCC(N)=O)ccc1=O	-18	1	10	8	6	-3	3	1	-21
8	COC(=O)C1C(=O)CC(C)(O)C(C(=O)OC)C1/C=C/c1ccccc1 (stereo unspecified)	7	/	-13	-29	-13[fluorescence artefact?]	8	-7	/	-50
9	O=C1CC(N2CCN(c3ccccc3)CC2)C(=O)N1c1ccc2c(c1)OCCO2 (stereo unspecified)	4	14	3	-52	-25[fluorescence artefact?]	5	0	-12	-14
10	Cc1cnn(Cc2ccccc2)c1N	-12	/	-1	14	-3[fluorescence artefact?]	11	4	/	-3
11	CC1(C)CN=C(N2CCN(c3ncnc4sc5c(c34)CCCC5)CC2)S1	/	10	15	-21	/	/	-3	-8	-18
12	CCOC(=O)C1=C(N)Oc2cc(C)[nH]c(=O)c2C1c1ccncc1 (stereo unspecified)	8	2	27	-10	3	4	6	-2	-37
13	O=C1c2ccccc2C(Nc2cccc(C(F)(F)F)c2)N1Cc1ccco1 (stereo unspecified)	-7[fluorescence artefact?]	21	/	2	1[fluorescence artefact?]	-2	-8	-20	0
14	COc1ccc(C(c2nnnn2Cc2cccs2)N2CCN(c3ccc(F)cc3)CC2)cc1OC (stereo unspecified)	4	-5	-1	8	1	4	-6	3	-4
15	CC1(C)CC(NC(=O)c2ccccc2Cl)CC(C)(C)N1	4	-5	4	-3	1	6	-1	4	4
16	COc1cccc(C(c2nnnn2Cc2ccccc2)N2CCN(C3CCCC3)CC2)c1OC (stereo unspecified)	-1	-1	-11	10	7[fluorescence artefact?]	9	-7	0	-26
17	O=C(COc1ccccc1)N1CCN(S(=O)(=O)c2ccc(Cl)cc2)CC1	-9	-14	-5	-4	-3	2	16	16	5
18	O=C(NNC(=O)c1ccccc1Br)c1ccc(Cl)cc1	/	15	2	42	/	/	5	-12	5
19	CCCOc1ccc(C2C(C(=O)OC)=CN(CCOC)C=C2C(=O)OC)cc1	-7	15	1	12	4	8	19	-14	-7
20	O=C(c1ccco1)N1CCN(c2c(-c3ccccc3)c3cc(Cl)ccc3[nH]c2=O)CC1	8	-3	-4	-4	16[fluorescence artefact?]	6	5	6	-41
21	CC(C)Cc1nc(S(=O)(=O)c2ccc(Cl)cc2)c(N2CCOCC2)o1	-7	-1	-20	-8	0	4	11	0	2
22	NC(=O)C1CCN(c2ncnc3c2c(-c2ccccc2)cn3-c2ccccc2)CC1	6	/	-3	0	-13	6	-16	/	-5
23	Cc1cc(SCc2cc(=O)[nH]c3ccccc23)nc2ccccc12	6	-6	-2	/	16[fluorescence artefact?]	6	18	7	34
24	COC(=O)/C=C1/S/C(=N/NC(=O)c2ccccc2C)NC1=O	20[fluorescence artefact?]	1	-11	6	-15	6	6	-2	-14
25	COc1ccc(Nc2cc(C)nc3nc(C)nn23)cc1Cl	8	10	0	3	-4	7	6	-10	-4
26	COc1ccc(C2SCC(C(=O)O)N2C(C)=O)cc1OC (stereo unspecified)	4	-2	16	-18	-5[fluorescence artefact?]	8	12	3	36
27	COc1cc(/C=C2\SC(c3ccc(C)cc3)=NC2=O)cc(OC)c1OC	/	12	12	-12	/	/	19	-14	-20
28	O=C1CCSc2ccc(Cl)cc2N1Cc1ccc(Cl)cc1	/	-7	24	-7	/	/	-5	6	-27
29	COc1ccc(/C=N/c2oc(-c3ccccc3)cc2C#N)cc1	/	4	-11	14	/	/	7	-2	-1
30	COc1ccc(CN2C3CCCC2CC(NC(=O)Nc2ccccc2)C3)cc1 (stereo unspecified)	-9	-76	-16	-32	-6	8	15	78	-31
31	COC(=O)CNC(=O)CCCCC(=O)NCC(=O)OC	/	-6	34	12	/	/	-5	4	-25
32	O=C(CCS(=O)(=O)Cc1ccccc1)N1CCN(c2ccccc2)CC1	-17	13	-7	20	5	-3	18	-10	2
33	NC(=O)c1ccc(NC(=O)c2ccc3c(c2)OCO3)cc1	/	10	-7	14	/	/	-15	-12	0
34	CCS(=O)(=O)NC(C)C(c1cccs1)N1CCN(C)CC1 (stereo unspecified)	-5	/	17	2	-12	-2	9	/	-11
35	COc1ccc(C(=O)CSc2nnc(-c3ccc(S(=O)(=O)N4CCOCC4)cc3)o2)cc1	-85[fluorescence artefact?]	21	3	-13	18[fluorescence artefact?]	1	14	-23	-8
36	CCCCN(Cc1ccco1)C(=O)Cn1ncc2c(=O)oc3ccc(C)cc3c21	/	2	-1	0	/	/	6	-3	-10
37	Cc1cc(C)cc(C(=O)N(c2ccccn2)C(C)c2ccco2)c1 (stereo unspecified)	-16	-12	/	18	-8	-3	-9	11	-16
38	CC(C)c1ccc(O)c(NC(=O)c2ncn[nH]2)c1	3	0	35	3	-5	7	3	-1	-28
39	Cc1nn(C)cc1CNC(=O)c1cnn2c(C(F)F)cc(C3CC3)nc12	-1	-5	-5	-2	-5	3	-4	5	10
40	O=C(O)c1ccc2c(=O)[nH]c(CN3CCOCC3)nc2c1	/	7	-3	-16	/	/	-8	-9	-10
41	CN(C)c1ccc(NC(=O)CSCc2nc3c(nnn3Cc3ccc(F)cc3)c(=O)[nH]2)cc1	13	-7	-4	-32	-13	4	20	8	0
42	Cc1cc(C)cc(N(CC(=O)N2CCC(C)CC2)S(=O)(=O)c2ccccc2)c1	5	-17	5	18	1	-2	2	18	-7
43	COc1ccc(-c2nnc(-c3cc4ccccc4oc3=O)o2)cc1	4[fluorescence artefact?]	12	/	-20	-22	3	/	-6	/
44	CCOc1c(Br)cc(/C=C2\C(=O)N(CCC#N)N=C2C)cc1OC	-14	8	-10	38	-9	-1	-1	-4	3
45	CC(C)n1c(N2CCN(C(=O)Nc3ccccc3)CC2)nc2ccccc21	21	-6	4	-8	-9	-3	3	9	-21
46	OCCN1CCN(Cc2cc(Cl)c3cccnc3c2O)CC1	1	10	-10	8	4	4	-7	-10	-4
47	COc1ccc(C(=O)Nc2cc(Cl)cc(Cl)c2)c(OC)n1	/	/	-15	-7	/	/	16	/	-26
48	O=C(c1ccc(C(=O)N2CCOCC2)s1)N1CCOCC1	-2	-2	-12	27	4	3	0	2	12
49	CCOC(=O)C1CCCN(C(=O)/C=C/c2cccc([N+](=O)[O-])c2)C1 (stereo unspecified)	/	6	-10	14	/	/	10	-5	-8
50	COc1cccc(-n2c(SCC(=O)N3CCOCC3)nc3c([nH]c4ccccc43)c2=O)c1	-14[fluorescence artefact?]	-3	12	-57	27[fluorescence artefact?]	8	7	3	-12
51	CCOc1ccc(C(=O)SC2=NCCS2)cc1	-6	3	2	4	-3	-2	6	-3	-14
52	COC(=O)C1CCN(C(=O)COC(=O)CC(NC(C)=O)c2ccccc2)CC1 (stereo unspecified)	/	4	6	-13	/	/	-31	-2	-24
53	CC(C)CCOC(=O)C1C(c2ccccc2)C(C(=O)O)C1c1ccccc1 (stereo unspecified)	0	6	/	16	-16	-4	-6	-9	3
54	Cn1c(-c2ccc3c(c2)OCO3)cnc1N	2	16	-21	7	1	4	11	-18	5
55	Cc1ccc2nc(NC(=O)COC(=O)CSc3nc(C)cc(C)n3)sc2c1	/	11	-27	-1	/	/	-6	-8	13
56	COCCNC(=O)Cn1cnc2sc(C)c(S(=O)(=O)N3CCC(C)CC3)c2c1=O	-2	-11	-2	12	-29	3	10	11	-35
57	CCNS(=O)(=O)c1ccc(OCCNS(C)(=O)=O)cc1	17[fluorescence artefact?]	15	12	-33	-17	1	-3	-13	/
58	O=C(CSc1nnc(-c2ccccc2)n1Cc1ccccc1)NC1CC1	-1	14	-22	-36	-5[fluorescence artefact?]	-1	6	-16	-18
59	CCOC(=O)Cc1csc(NC(=S)NC(=O)c2ccc(F)cc2)n1	/	-9	25	-24	/	/	6	11	-9
60	COc1ccc(-c2c3c(=O)n(C)c(=O)n(C)c3cn2-c2ccccc2)cc1	12	5	/	/	5	4	/	-4	/

More records:
nr	canonical_smiles	Smad3 FoxH1 inh	sEH act	F-actin modifier	IL1B cytotox	ERb SRC1 inh	Calb biofilm kill	VCAM1 TNFa inh	sEH inh	HUVEC tox TNFa
61	CC12CCC(C(=O)O)(c3nc(C#N)c(C#N)nc31)C2(C)C (stereo unspecified)	2	2	-5	-8	45[fluorescence artefact?]	0	15	0	-2
62	Cn1c(=O)c2cc(S(=O)(=O)NCCC(=O)NCCC3=CCCCC3)ccc2n(C)c1=O	3	-14	35	7	1	4	5	14	-38
63	O=c1cc(N2CCCCC2)c(-c2ccccc2)nn1Cc1ccc(Cl)cc1	/	-3	-10	-37	/	/	16	5	-10
64	O=C(CC1(O)C(=O)N(CN2CCOCC2)c2ccccc21)c1ccccc1 (stereo unspecified)	2	-6	6	5	-3	6	20	8	-5
65	CCNC(=O)COC(=O)c1ccc(S(=O)(=O)N2CCCCCC2)cc1	11[fluorescence artefact?]	3	39	-1	0	11	-14	-2	-12
66	COC(=O)c1ccc2c(=O)n(CCO)c(=S)[nH]c2c1	3	-8	10	-105	10	5	21	2	3
67	CC(C)OC(=O)c1c(NC(=O)Cn2cnc([N+](=O)[O-])n2)sc2c1CCCC2	/	6	-51	-22	/	/	-7	-2	-9
68	COc1ccccc1CN(CC(=O)NCC1CCCO1)C(=O)CNS(=O)(=O)c1ccc(C)cc1 (stereo unspecified)	8	2	-2	-10	0	-2	-19	-2	-50
69	Cc1ccccc1-n1nc2c(c1NC(=O)c1c(-c3ccccc3Cl)noc1C)CS(=O)(=O)C2	3	-1	8	-40	-1[fluorescence artefact?]	1	16	2	-8
70	O=C(CN1C(=O)NC2(CCCC2)C1=O)NCCC1=CCCCC1	-7	-10	-16	-11	-11	4	-1	13	-1
71	COc1ccc(-n2c(=O)c3ccccc3n(CC(=O)Nc3cc(C)on3)c2=O)cc1OC	-4	/	-8	5	-2	8	7	/	-1
72	COc1ccc(-c2nc3c(n2O)CCC/C3=N\O)cc1	9	3	2	-27	32	10	4	-2	-24
73	Cc1ccc(-c2cc(C(=O)OCC(=O)Nc3cc(C)on3)c3ccccc3n2)c(C)c1	-14	-6	36	12	1	-3	13	5	-10
74	O=C1c2ccccc2C(O)N1Cc1ccc2c(c1)OCO2 (stereo unspecified)	11	8	10	-7	24	2	15	-8	-22
75	CCOC(=O)C1CCCN(S(=O)(=O)c2cc(OCC(N)=O)c(C)cc2Cl)C1 (stereo unspecified)	5	2	-6	-14	-10	0	22	-1	-6
76	O=C(Nc1nnc(-c2ccc(Cl)cc2)o1)Nc1ccccc1Cl	-3	/	-16	-22	-2[fluorescence artefact?]	8	2	/	-14
77	CCOC(=O)c1cnc2ccc(C)cc2c1Nc1ccc(N2CCOCC2)cc1	/	14	-11	2	/	/	-18	-14	5
78	CC(C)COC(=O)C(N)C(C(=O)OCC(C)C)c1ccccc1 (stereo unspecified)	10[fluorescence artefact?]	5	9	-1	-5	5	-11	-5	-14

Not all compounds are listed, so the mix of outcomes need not match the whole.
